L3MBTL1 inh – qHTS Assay for the Inhibitors of L3MBTL1. Lethal(3)malignant brain tumor-like protein 1 (Homo sapiens), Q9Y468. AlphaScreen L3MBTL1–H3K9me1 peptide binding. Potency, µM (highest dose often 57.1 µM), inactives show at the highest dose activity, negative = inhibition, hits mostly inhibitors. 230,000 tested, 0.66% active. AID 485360, 2010; note: nearly all actives have a fitted effect of over 60% in size
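AlphaScreen assay: L3MBTL1 (50 nM final) was preincubated 30 min at room temperature with biotinylated H3(1-15)K9me1 peptide (75 nM final), then 30 min with library compounds; streptavidin donor and nickel chelate acceptor beads (10 ug/mL final) added, 30 min dark.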
aGlu spleen mod – qHTS Assay for Inhibitors and Activators of Human alpha-Glucosidase From Spleen Homogenate; 240,000 tested, 0.006% active; human spleen homogenate, 4-MU-alpha-glucoside fluorescence; Lysosomal alpha-glucosidase (Homo sapiens), P10253; AID 2112, 2009; Potency, µM (highest dose often 79.9 µM), inactives show at the top dose activity change, negative = inhibition, most hits filed as inhibitors;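 note: 0% = enzyme with vehicle and -100% = no enzyme basal signal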
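Human spleen homogenate (1 ug) with 4-methylumbelliferyl-alpha-D-glucopyranoside (1 mM final) in 50 mM citrate/phosphate pH 5.0, 0.01% Tween-20; 40 min at 37 C. Stopped at pH 10; 4-MU fluorescence Ex 365/Em 440 nm; AC50 by Hill fit.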
GoLoco inh red – qHTS Assay for Inhibitors of RGS12 GoLoco Motif Activity (Red Fluorophore); Guanine nucleotide-binding protein G(i) subunit alpha-1 (Homo sapiens), P63096; Gai1:RGS12 GoLoco peptide FP, rhodamine, 10 min; Potency, µM (highest dose often 61.6 µM), for the others: top-dose activity, negative = inhibition, hits mostly inhibitors; 230,000 tested, 0.44% active; active = well fitted inhibition curve with a large enough effect, not every such curve was filed as active; inactive = no such curve, though single readings can be large or run the other way; note: nearly all actives have a fitted effect of over 30% in size; many of its hits are not listed in these tables
Target sequence (P63096 whole entry, looked up): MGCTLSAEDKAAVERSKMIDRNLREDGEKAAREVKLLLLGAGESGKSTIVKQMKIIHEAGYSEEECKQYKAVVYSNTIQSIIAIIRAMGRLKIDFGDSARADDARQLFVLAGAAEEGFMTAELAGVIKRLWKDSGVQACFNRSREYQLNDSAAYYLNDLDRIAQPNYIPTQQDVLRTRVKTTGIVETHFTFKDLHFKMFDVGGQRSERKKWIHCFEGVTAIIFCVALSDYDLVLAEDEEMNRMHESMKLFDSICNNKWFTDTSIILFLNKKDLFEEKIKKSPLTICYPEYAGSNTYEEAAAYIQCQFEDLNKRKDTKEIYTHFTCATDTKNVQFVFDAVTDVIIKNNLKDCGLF
TR SRC2 fluor cs – Total Fluorescence Counterscreen for Inhibitors of the Interaction of Thyroid Hormone Receptor and Steroid Receptor Coregulator 2 | TRb/SRC2 Texas Red total fluorescence interference | Potency, µM (top dose mostly 106 µM), for inactives: top-dose fluorescence change, negative = quenching | 280,000 tested, 0.29% active; active = well fitted curve in either direction with a large enough effect; inconclusive = small, poorly fitted or top-dose-only effect
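Human TRβ ligand-binding domain (0.6 uM) and Texas Red SRC2 peptide (20 nM) in Tris buffer with 1 uM T3 and 5% DMSO were incubated with pinned compound for 5 hr at ambient temperature. Total fluorescence was computed as S + 2P (555/632 nm).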
RECQ1 helicase – qHTS Assay for Inhibitors of RecQ-Like Dna Helicase 1 (RECQ1); 240,000 tested, 0.54% active; ATP-dependent DNA helicase Q1 (Homo sapiens), P46063; RECQ1 DNA unwinding, red fluorescence kinetic read; Potency, µM (top dose mostly 57.3 µM), without a hit: at the top dose activity, negative = inhibition, actives largely listed as inhibitors;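 note: plate controls were vehicle for no effect and no enzyme for full effect; nearly all actives have a fitted effect of over 30% in size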
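RECQ1T1 50 nM; forked duplex (20 bp + 30-nt ss tails) 200 nM, ATP 2 mM final; pH 8.0, 2 mM MgCl2, 2.5 ug/ml poly(dI-dC); 15 min compound preincubation; discontinuous kinetic read over 2 h at RT.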
GAA inhib – qHTS Assay for Inhibitors of Human alpha-Glucosidase as a Potential Chaperone Treatment of Pompe Disease. purified human GAA, 4-MU-alpha-glucoside fluorescence. Potency, µM (top dose mostly 76.9 µM), for the others: at the highest dose activity change, negative = inhibition, actives largely listed as inhibitors. 200,000 tested, 0.005% active. Lysosomal alpha-glucosidase (Homo sapiens), P10253;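 note: plate controls were uninhibited enzyme wells for no effect and no-enzyme background for full effect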
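Enzyme (4 nM final) mixed with compound (up to 77 uM), then 4-MU-alpha-D-pyranoside (400 uM final) added; 20 min at room temperature, pH 5.0. Reaction stopped at pH 10, fluorescence read, AC50 derived by Hill fit.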
GAA glycogen – qHTS Assay for Inhibitors and Activators of Human alpha-Glucosidase Cleavage of Glycogen; recombinant GAA, glycogen substrate, Amplex Red glucose oxidase fluorescence; Potency, µM (top dose mostly 76.4 µM), without a hit: at the highest dose activity change, negative = inhibition, usual class: inhibitors; 300,000 tested, 0.38% active;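 note: 0% = full enzyme reaction and -100% = no-enzyme basal signal; the screen sought inhibitors and activators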
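Recombinant human alpha-glucosidase (4 nM final) hydrolysed bovine liver glycogen (30 ug) for 40 min at 37 C in pH 5.0 citrate/phosphate with 0.01% Tween-20. Released glucose detected by glucose oxidase/Amplex Red, Ex 573/Em 610 nm. Compounds up to 77 uM; AC50 from Hill fits.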
TRb SRC2 PPI – qHTS for Inhibitors of the Interaction of Thyroid Hormone Receptor and Steroid Receptor Coregulator 2; Thyroid hormone receptor beta (Homo sapiens), P10828; TRbeta-SRC2 peptide binding, fluorescence polarization; receptor liganded with 1 µM T3; Potency, µM (titrated, usually from 106 µM), for inactives: top-dose activity change, negative = inhibition, usual class: inhibitors; 280,000 tested, 0.065% active; AID 1469, 2008;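 note: plate controls were bound peptide for no effect and peptide without receptor for full effect; nearly all actives have a fitted effect of over 50% in size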
Target sequence (P10828 whole entry, looked up): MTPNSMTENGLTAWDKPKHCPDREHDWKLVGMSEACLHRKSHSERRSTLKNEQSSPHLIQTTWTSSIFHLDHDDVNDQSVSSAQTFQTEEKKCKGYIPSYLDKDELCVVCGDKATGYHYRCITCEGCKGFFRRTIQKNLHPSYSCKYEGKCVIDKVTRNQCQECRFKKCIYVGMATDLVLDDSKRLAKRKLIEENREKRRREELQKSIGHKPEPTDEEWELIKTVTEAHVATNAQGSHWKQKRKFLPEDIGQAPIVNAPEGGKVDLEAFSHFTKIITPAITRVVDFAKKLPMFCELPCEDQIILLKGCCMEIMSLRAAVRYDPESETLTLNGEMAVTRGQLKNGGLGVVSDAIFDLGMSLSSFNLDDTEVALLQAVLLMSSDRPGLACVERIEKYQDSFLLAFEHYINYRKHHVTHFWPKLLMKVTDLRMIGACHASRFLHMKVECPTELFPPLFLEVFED
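Assay buffer: 20 mM Tris-HCl, 100 mM NaCl, 10% glycerol, 1 mM EDTA, 0.01% NP-40, 1 mM DTT, 1 uM T3, 5% DMSO; TRb LBD 0.6 uM, Texas Red SRC2 20 nM; FP after 5 hr.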
* = called active by the depositor; i = inactive; ? = inconclusive; . = not tested or not shown; & = joins results of further samples; [ ] = remark or other dose. Unless noted, calls come from the whole dose curve; as a rule, active = well fitted curve in the direction sought with a large enough effect; inconclusive = small, poorly fitted or top-dose-only effect, or another doubt; inactive = no such curve, though single readings can be large; an effect the other way counts as inactive or inconclusive. Unless noted, % is set by controls: 0 for no effect and ±100 for the full control effect; potency is the fitted concentration of half-maximal effect. An excerpt, so the mix of outcomes need not match the whole.

SMILES	L3MBTL1 inh	aGlu spleen mod	GoLoco inh red	TR SRC2 fluor cs	RECQ1 helicase	GAA inhib	GAA glycogen	TRb SRC2 PPI
Cc1ccc(C(=O)Cn2nnc3ccccc32)cc1C	-1%	-9%	14%	1%	-1%	?	1%	-5%
CCCCC(=O)Nc1ccc(C(=O)NCCc2ccc(S(N)(=O)=O)cc2)cc1	-11%	7%	5%	-3%	-2%	2%	4%	2%
Nc1nonc1-n1nnc(C(=O)N/N=C/c2ccc(OCc3ccc(F)cc3)cc2)c1COc1ccccc1	.	3%	4%	-1%	2%	.	4%	3%
O=S1(=O)C=C(SCc2ccc(Cl)c(Cl)c2)Nc2ccccc21	5%	-8%	8%	0%	-6%	-1%	0%	7%
COc1ccc(Nc2nc(N)nc(CSc3nnc(C)s3)n2)cc1	0%	-1%	0%	0%	-4%	0%	3%	-6%
COc1ccc(S(=O)(=O)N(C)C)cc1NC(=O)COC(=O)c1nn(C)c(=O)c2ccccc12	10%	-2%	11%	-3%	-4%	2%	-1%	-1%
Cc1occc1-c1nnc(SCC(=O)N2c3ccccc3CCc3ccccc32)n1C	-4%	-2%	0%	1%	2%	-3%	0%	-10%
CC(NS(C)(=O)=O)C(c1cccs1)N1CCN(c2ccc(F)cc2)CC1 (centres undefined)	-1%	-7%	7%	0%	-11%	?	-9%	-25%
COC(=O)C/C=C\[C@@H](C)[C@H]1C=C[C@H](O)[C@@H](CO)O1	.	1%[17.4 µM]	.	0%[11.2 µM]	i[11.5 µM]	.	.	1%[11.2 µM]
CC1CN(c2snnc2C=C2C(=O)OC(C)(C)OC2=O)CC(C)O1 (centres undefined)	-27%	.	12%	1%	i	-6%	-4%	7%
O=C1/C(=C/c2cccnc2)SC(=S)N1N1CCOCC1	.	-4%	2%	-3%	-10%	.	-1%	-7%
O=C(Nc1ccc(Cl)cc1F)c1ccccc1Br	11%	1%	4%	-1%	i	-2%	3%	-11%

Three compounds out of the list, ordered by molar mass, rising.
SMILES	L3MBTL1 inh	aGlu spleen mod	GoLoco inh red	TR SRC2 fluor cs	RECQ1 helicase	GAA inhib	GAA glycogen	TRb SRC2 PPI
O=C1/C(=C/c2cccnc2)SC(=S)N1N1CCOCC1	.	-4%	2%	-3%	-10%	.	-1%	-7%
CC1CN(c2snnc2C=C2C(=O)OC(C)(C)OC2=O)CC(C)O1 (centres undefined)	-27%	.	12%	1%	i	-6%	-4%	7%
Nc1nonc1-n1nnc(C(=O)N/N=C/c2ccc(OCc3ccc(F)cc3)cc2)c1COc1ccccc1	.	3%	4%	-1%	2%	.	4%	3%

(next part)
SMILES	L3MBTL1 inh	aGlu spleen mod	GoLoco inh red	TR SRC2 fluor cs	RECQ1 helicase	GAA inhib	GAA glycogen	TRb SRC2 PPI
Cc1cc(C)c(OCCN(C)C)c(Cl)c1	10%	8%	1%	0%	i	-3%	6%	-12%
O=C(Nc1ccc(N2CCCC2)c(Cl)c1)c1cccs1	-14%	-2%	50%[activator]	-1%	22%	?	12%	1%
O=[N+]([O-])c1c(C(Cl)Cl)nn(-c2ccc(Cl)cc2)c1N1CCCCC1	?	-4%	7%	0%	12%	-10%	7%	-8%
O=C(CSc1cccc[n+]1[O-])c1cc(Cl)ccc1Cl	1%	5%	16%	1%	-17%	11%	?	-3%
COc1ccccc1C(=O)N1CCc2ccccc21	4%	8%	4%	1%	0%	?	-5%	7%
CC(C)(C)OC(=O)C1=NOC2(C=CC(=O)C=C2)C1	.	-8%	0%	-3%	-3%	.	.	7%
Cc1ccc2cn[nH]c2c1NC(=S)NC(=O)c1ccccc1	-9%	-9%	2%	2%	7%	-3%	-9%	-5%
CC1CN(S(=O)(=O)c2ccc(NC(=O)CCCN3C(=O)c4ccccc4C3=O)cc2)CC(C)O1 (centres undefined)	4%	-12%	3%	-3%	2%	?	-10%	1%
Cc1noc(C)c1-c1ccc2ncnc(NCC3CCN(C)CC3)c2c1	.	0%	.	0%	0%	.	.	-8%
C/C(CCC1CC(C)OC1=O)=N\NC(N)=O (centres undefined)	2%	3%	-2%	-3%	-2%	.	0%	-1%
COc1ccc(CCNC(=O)CN(c2cc([N+](=O)[O-])ccc2OC)S(C)(=O)=O)cc1OC	12%	-5%	0%	0%	i	6%	-6%	2%
O=C(O)c1cccc(Nc2ncnc3sccc23)c1	-9%	-4%	23%	0%	i	?	-1%	-4%
CC(C)(C)c1ccc2c(c1)OC(C(=O)N/N=C\c1ccccn1)CO2 (centres undefined)	8%	-5%	9%	-1%	-15%	-1%	10%	-8%
Cc1cccc(N(CC(=O)NCCSCc2ccco2)S(=O)(=O)c2ccccc2)c1	-12%	-4%	-9%	0%	0%	-8%	-3%	7%
COCC(=O)Nc1ccc(N(C)C)cc1	7%[11.4 µM]	-8%	-26%	-3%	-14%	-1%	0%	4%
O=C(Cc1noc2ccccc12)NNC(=S)Nc1ccc(Cl)cc1	10%	.	-2%	2%	i	-15%	-11%	-5%
CCOC(=O)N1CC(C)N(/[N+]([O-])=N/Oc2ccc([N+](=O)[O-])cc2[N+](=O)[O-])CC1C (centres undefined)	.	-11%	.	-2%	-15%	.	.	-5%
Cc1ccc(Nc2c(F)c(F)c(F)c(F)c2C(=O)O)cc1	.	-10%	0%	0%	-1%	-2%	-6%	0%
CC(C(=O)N(C)Cc1ccccc1)N1CCN(C/C=C/c2ccccc2)CC1 (centres undefined)	-4%	-6%	1%	0%	6%	9%	4%	-1%
COC(=O)c1sc(N)c(C(=O)OC)c1CSc1nnc(-c2ccccc2Cl)n1C	0%	7%	13%	-6%	-5%	2%	3%	-2%
COC(=O)c1ccc(NC(=O)CN(c2ccc3c(c2)OCO3)S(C)(=O)=O)cc1	4%	-7%	-4%	1%	-1%	-8%	2%	-1%
COc1cc(/C=C/C(=O)O)cc(S(=O)(=O)Nc2ccc3c(c2)OCO3)c1OC	1%	-3%	-7%	-1%	i	4%	0%	0%
Cc1ccc(C)c(NS(=O)(=O)c2cc(C(=O)NCCSC3CCCCC3)ccc2C)c1	3%	-1%	-4%	0%	-23%	-6%	-10%	6%
CCOc1ccc2c(C)nc(NC3=NC(C)(C)C=C(C)N3)nc2c1	2%	0%	16%	0%	1%	0%	4%	3%
Cc1ccc(/C=C2\SC(=S)N(c3cccnc3)C2=O)cc1	-10%	-12%	3%	1%	-2%	1%	4%	-6%
CC1(C)CC(=O)C(CC(=O)Nc2cc(C(F)(F)F)ccc2Cl)C(=O)C1	.	1%	4%	-2%	0%	-3%	0%	-4%
N=C1C(=O)OCC1c1ccccc1NC(=O)c1ccc(F)cc1 (centres undefined)	4%	-13%	8%	-3%	8%	-11%	-2%	0%
CN1CCN(CC(=O)Nc2ccc(Cl)cc2Cl)CC1	9%	-1%	-3%	-1%	-2%	-22%	1%	-4%
O=C(O)CCCNC(=O)CCCNC(=O)C(c1ccccc1)c1ccccc1	4%	-2%	-4%	0%	-14%	-1%	11%	3%
O=C(/C=C/c1ccccc1Cl)c1ccccc(=O)c1O	-3%	-5%	17%	-1%	-22%	-6%	-5%	-3%
O=C(Nc1cccc([N+](=O)[O-])c1)C1CC(=O)N(C2CCCCC2)C1 (centres undefined)	7%	-5%	-3%	-1%[53 µM]	-9%	-12%	-11%	0%[53 µM]
Cc1ccccc1CC1(CO)CCCN(Cc2nc(-c3cccs3)oc2C)C1 (centres undefined)	-14%	-8%	0%	-8%	-5%	?	-14%	1%
Cc1cc(NC2C3CC4CC(C3)CC2C4)n2nnnc2n1 (centres undefined)	-3%	13%	-2%	0%	-6%	-3%	1%	0%
CC(NC(=O)c1ccc(F)cc1)c1nc2ccccc2n1Cc1ccccc1F (centres undefined)	.	-6%	14%	1%	i	-2%	-5%	-4%
Nc1ccnc(C(F)(F)F)c1C(=O)c1ccccc1	-1%	-6%	9%	0%	i	2%	0%	5%
COc1ccccc1NC(=O)Cn1cncc1-c1ccc([N+](=O)[O-])cc1	7%	-3%	3%	-1%	i	-9%	6%	-25%
Cc1ccc(OCc2nnc(N)s2)cc1C	.	6%	8%	-1%	-5%	.	8%	-6%
O=C(NCc1ccccc1Cl)C(=O)c1c[nH]c2ccccc12	0%	7%	2%	-1%	i	0%	-15%	2%
COC(=O)Cc1c(O)ccn(Cc2cccc3ccccc23)c1=O	-2%	-20%	1%	-3%	0%	-1%	1%	-1%
Cc1cccc(NC(=O)CSc2nc(C)c(Cc3ccccc3)c(=O)[nH]2)c1C	.	-1%	4%	0%&7%	0%	0%	6%	-3%&-2%
CCn1c(SCC(=O)Nc2ccc3[nH]c(=O)[nH]c3c2)nnc1-c1ccccc1	.	2%	2%	1%	i	.	6%	-1%
COc1ccc(NC(=O)C(=O)N/N=C/c2cc(C)n(-c3cccc(Cl)c3Cl)c2C)c(OC)c1	.	0%	-2%	3%	i	-2%	-7%	-20%
O=C(O)c1ccc(S(=O)(=O)c2ccc3c(c2)C(=O)N(c2ccc(O)cc2)C3=O)cc1	.	5%	1%	2%	10%	.	-13%	-2%
O=C(NNc1ccccc1)C(CCO)C(=O)NNc1ccccc1	5%	8%	-4%	-3%	-2%	-1%	?	-3%
Cc1ccc(S(=O)(=O)n2nc(C)c(C#N)c2N)cc1	7%	-1%	-5%	1%	13%	3%	-9%	6%
CCOC(=O)C1CCN(C(c2ccccn2)c2c(C)[nH]c3ccccc23)CC1 (centres undefined)	.	-10%	4%	0%	21%	-8%	-11%	-16%

Screens (PubChem)
